PME-1 primary – blocks human protein phosphatase methylesterase 1; recombinant PME-1, FP-Rh probe fluorescence polarization; inhibition, % at 5.9 µM; 320,000 tested, 0.53% active;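 active = inhibition above the campaign mean of all compounds plus 3 SD, cut at about 26% in these data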;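 also: competitive labeling of PME-1 active site by serine hydrolase directed probe; 0% = PME-1 with DMSO and 100% = wells lacking PME-1 enzyme; inhibitors block probe labeling so polarization falls and inhibition rises; many of its hits are not listed in these tables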
MCL1 BIM primary – MCL1-BIM-BH3 interaction inhibition (human); Q07820; GST-MCL1 / FITC-Bim-BH3 fluorescence polarization; inhibition, % at 10.9 µM; 320,000 tested, 0.68% active; AID 2057;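 active = inhibition above the mean inhibition of all tested compounds plus 3 SD, set per campaign, cut at about 40% in these data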;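 also: 0% = DMSO wells and 100% = unlabeled Bim-BH3 peptide control; higher means more loss of mP so more displacement of Bim peptide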
Efflux pump mplx – inhibitors of Candida antifungal efflux pumps expressed in yeast | S. cerevisiae Candida pump triplex, Nile Red efflux | inhibition, % at 10 µM | 330,000 tested, 0.44% active;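 active = plate passing quality check with inhibition over a set limit, or well fluorescence over plate mean plus 4 SD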;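 also: Nile Red retained in pooled yeast measured as flow cytometry median fluorescence; 0% = buffer negative control and 100% = Enniatin B positive control; higher means more Nile Red kept so more efflux inhibition; some compounds called inactive have numbers as strong as hits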
GRK2 aptamer HTS – human GRK2 inhibition via aptamer displacement | inhibition of aptamer binding, % at 10 µM | 330,000 tested, 0.59% active | bead flow cytometry, FAM-aptamer displacement from GRK2 | AID 488847;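 active = inhibition of aptamer binding above 40%, roughly 3 SD of noise, on plates passing a quality check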;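 also: median bead fluorescence of bound FAM aptamer so fluorescent compounds give negative values; no value below 0 was filed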
VLA-4 inh – inhibition in a human VLA-4 binding assay; P13612; VLA-4 expressing cells, ligand binding flow cytometry; inhibition, % (about 7 µM as worked out from the volumes in the protocol); 330,000 tested, 0.2% active; AID 2557; in the data active = inhibition above about 50%
Target sequence (P13612 whole entry, looked up): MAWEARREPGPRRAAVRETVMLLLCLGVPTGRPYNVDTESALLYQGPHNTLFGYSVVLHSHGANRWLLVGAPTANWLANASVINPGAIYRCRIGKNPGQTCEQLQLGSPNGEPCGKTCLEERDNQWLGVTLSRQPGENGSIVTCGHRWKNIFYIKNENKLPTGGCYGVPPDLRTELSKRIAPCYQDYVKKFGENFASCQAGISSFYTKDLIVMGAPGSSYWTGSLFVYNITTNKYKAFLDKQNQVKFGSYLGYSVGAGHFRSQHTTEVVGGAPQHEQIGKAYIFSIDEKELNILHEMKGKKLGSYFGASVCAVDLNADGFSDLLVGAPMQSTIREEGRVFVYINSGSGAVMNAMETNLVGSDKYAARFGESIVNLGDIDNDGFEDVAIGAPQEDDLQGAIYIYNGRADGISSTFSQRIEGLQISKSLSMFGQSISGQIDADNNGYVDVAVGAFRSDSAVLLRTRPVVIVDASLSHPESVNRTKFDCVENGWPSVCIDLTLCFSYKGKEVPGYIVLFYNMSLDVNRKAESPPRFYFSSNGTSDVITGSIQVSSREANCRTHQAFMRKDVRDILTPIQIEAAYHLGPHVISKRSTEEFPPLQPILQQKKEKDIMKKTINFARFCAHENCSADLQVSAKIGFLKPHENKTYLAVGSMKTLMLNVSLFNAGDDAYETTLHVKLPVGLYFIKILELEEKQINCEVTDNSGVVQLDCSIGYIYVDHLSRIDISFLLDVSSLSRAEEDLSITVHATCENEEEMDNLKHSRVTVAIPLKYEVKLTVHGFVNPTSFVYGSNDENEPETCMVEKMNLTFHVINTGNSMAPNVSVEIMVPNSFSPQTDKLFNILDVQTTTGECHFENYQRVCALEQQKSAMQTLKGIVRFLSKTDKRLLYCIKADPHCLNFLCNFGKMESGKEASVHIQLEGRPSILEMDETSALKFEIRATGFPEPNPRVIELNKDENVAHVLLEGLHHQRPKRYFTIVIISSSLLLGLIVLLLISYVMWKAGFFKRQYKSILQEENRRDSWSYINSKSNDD
MEX-5 binding – C. elegans MEX-5 TCR-2 RNA binding activity | Q9XUB2 | MEX-5/FITC-TCR2 RNA binding, fluorescence polarization; hits give low values | activity score (negative = inhibition of binding), % at 10 µM | 300,000 tested, 0.38% active | AID 1832;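 active = inhibition past about -25% in most replicates, and total fluorescence under double the plate's negative control median, limit read from the data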;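 also: 0% = DMSO and -100% = 5 µM competing unlabeled TCR2 RNA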
GLD-1 TGE inh – GLD-1-TGE RNA interaction inhibition (C. elegans); purified GLD-1 + fluorescein TGE RNA, fluorescence polarization; inhibition, % at 5.96 µM; 320,000 tested, 0.44% active; AID 2280;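 active = percent inhibition above a per-plate cutoff, the plate mean of test compounds plus 3 SD, cut at about 30% in these data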;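 also: 0% = DMSO wells with GLD-1 and probe and 100% = wells lacking GLD-1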
BCLXL inh – Bcl-xL (human) inhibition | 320,000 tested, 0.7% active | inhibition, % at 10.9 µM | GST-Bcl-xL / FITC-Bim BH3 peptide fluorescence polarization | AID 2129;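 active = inhibition above the mean of all tested compounds plus 3 SD, cutoff set per campaign, cut at about 30% in these data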;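 also: 0% = DMSO wells and 100% = unlabeled Bim-BH3 peptide competitor; inhibitors lower millipolarization by displacing the labeled peptide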
Fam108B counter – counter-screen for RBBP9 inhibitors: inhibitors of mouse Fam108B; 300,000 tested, 0.33% active; inhibition, % at 9.51 µM; recombinant Fam108B, FP-Rh probe fluorescence polarization;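 active = inhibition above the screen mean inhibition plus 3 SD, computed separately per campaign, cut at about 18% in these data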;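 also: inhibitors lower polarization as less probe binds the enzyme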
Numbers without * were called inactive; i = inactive; · = no result given. The list is partial; count on the stated rates, not on these rows.

SMILES	PME-1 primary	MCL1 BIM primary	Efflux pump mplx	GRK2 aptamer HTS	VLA-4 inh	MEX-5 binding	GLD-1 TGE inh	BCLXL inh	Fam108B counter
Oc1ccc(Cl)cc1Nc1nc(NCC2CCCO2)c2ccccc2n1 (stereo unspecified)	3	10	0.1	1	-3	1.2	-1	10	5
COc1ccc(N2CCN(c3nc(C)c(C)c(=O)[nH]3)CC2)cc1	-3	8	0.1	0	1	1.4	-1	5	1
CC(C)(C)OC(=O)C[C@H]1C/C=C\C[C@@H](CC(=O)N[C@@H](CO)Cc2ccccc2)C(=O)NC[C@H](c2ccccc2)OC1=O	·	·	-0.2	4	18	·	2	·	·
CN(C)S(=O)(=O)c1cccc(NC(=S)N2CCc3ccccc32)c1	8	2	0.1	5	-1	-6.7	3	2	0
CN(Cc1ccccc1NC(=O)c1ccc(S(=O)(=O)N(C)C)cc1)C1CCCCC1	1	4	0.6	1	-3	0.5	1	6	3
Cc1cccc(NS(=O)(=O)c2ccc(C(C)(C)C)cc2)n1	-2	2	0.2	0	10	-3.4	2	-3	0
COc1ccccc1C(CNc1nc(C(F)(F)F)nc2ccccc12)N(C)C (stereo unspecified)	4	0	0.1	1	4	-0.6	-1	-3	5
CC(CCCCCCCCC(=O)O)N(CCO)C(=O)OC(C)(C)C (stereo unspecified)	-6	-4	-0.1	2	-3	·	-2	4	·
Cc1cc(Cl)ccc1Oc1nc(-c2ccc(F)cc2)ccc1C#N	-1	1	0.0	1	-444	1.1	3	5	-2
Cc1ccc2ccc(C)[n+](CCCS(=O)(=O)[O-])c2c1	-7	-26	0.2	2	16	1.4	-7	-25	10
CCN1CCN(C(=S)NCC(C)C)CC1	5	-2	0.0	2	5	-0.7	-1	0	1
CC(C)Cc1nc2ccccc2[nH]1	1	0	0.2	1	0	-1.3	-2	5	-1
COc1ccccc1NNC(=O)c1cccnc1Oc1ccccc1	-1	4	0.0	0	6	0.2	-6	5	-2
COc1ccc(Nc2cc(C(=O)NC3CCCC3)c3ccccc3n2)c(OC)c1	-1	-6	-0.1	1	2	2.6	-3	2	3
CCN1CCCC1CNc1ncnc2c1[nH]c1ccc(Cl)cc12 (stereo unspecified)	8	3	-0.2	0	-12	4.4	1	2	7
COc1cc(C(=O)N2CCN(C3CCC(C)CC3)CC2)cc(OC)c1OC (stereo unspecified)	3	5	0.3	0	9	-1.1	0	4	2
COc1ccc(CC(=O)NCC(=O)NC(Cc2ccccc2)C(=O)O)cc1 (stereo unspecified)	3	4	-0.1	2	4	-0.1	7	4	-1
CC1(C)OC(=O)N(Cc2ccco2)C1(C)O (stereo unspecified)	-1	0	-0.1	0	-4	-3.1	5	0	3
COCCCNC(=O)c1ccc(Cn2c(=O)c3ccccc3n(CC(=O)NCc3ccco3)c2=O)cc1	-2	1	0.1	1	-6	1.9	0	6	-3
COC(=O)c1ccc(NS(=O)(=O)c2ccc(Cl)cc2)o1	-1	6	0.1	0	-3	-0.4	9	8	2

12 entries from above, with bars between the fields.
smiles | PME-1 primary | MCL1 BIM primary | Efflux pump mplx | GRK2 aptamer HTS | VLA-4 inh | MEX-5 binding | GLD-1 TGE inh | BCLXL inh | Fam108B counter
Cc1cc(Cl)ccc1Oc1nc(-c2ccc(F)cc2)ccc1C#N | -1 | 1 | 0.0 | 1 | -444 | 1.1 | 3 | 5 | -2
Cc1ccc2ccc(C)[n+](CCCS(=O)(=O)[O-])c2c1 | -7 | -26 | 0.2 | 2 | 16 | 1.4 | -7 | -25 | 10
CCN1CCN(C(=S)NCC(C)C)CC1 | 5 | -2 | 0.0 | 2 | 5 | -0.7 | -1 | 0 | 1
CC(C)Cc1nc2ccccc2[nH]1 | 1 | 0 | 0.2 | 1 | 0 | -1.3 | -2 | 5 | -1
COc1ccccc1NNC(=O)c1cccnc1Oc1ccccc1 | -1 | 4 | 0.0 | 0 | 6 | 0.2 | -6 | 5 | -2
COc1ccc(Nc2cc(C(=O)NC3CCCC3)c3ccccc3n2)c(OC)c1 | -1 | -6 | -0.1 | 1 | 2 | 2.6 | -3 | 2 | 3
CCN1CCCC1CNc1ncnc2c1[nH]c1ccc(Cl)cc12 (stereo unspecified) | 8 | 3 | -0.2 | 0 | -12 | 4.4 | 1 | 2 | 7
COc1cc(C(=O)N2CCN(C3CCC(C)CC3)CC2)cc(OC)c1OC (stereo unspecified) | 3 | 5 | 0.3 | 0 | 9 | -1.1 | 0 | 4 | 2
COc1ccc(CC(=O)NCC(=O)NC(Cc2ccccc2)C(=O)O)cc1 (stereo unspecified) | 3 | 4 | -0.1 | 2 | 4 | -0.1 | 7 | 4 | -1
CC1(C)OC(=O)N(Cc2ccco2)C1(C)O (stereo unspecified) | -1 | 0 | -0.1 | 0 | -4 | -3.1 | 5 | 0 | 3
COCCCNC(=O)c1ccc(Cn2c(=O)c3ccccc3n(CC(=O)NCc3ccco3)c2=O)cc1 | -2 | 1 | 0.1 | 1 | -6 | 1.9 | 0 | 6 | -3
COC(=O)c1ccc(NS(=O)(=O)c2ccc(Cl)cc2)o1 | -1 | 6 | 0.1 | 0 | -3 | -0.4 | 9 | 8 | 2

Next compounds
SMILES	PME-1 primary	MCL1 BIM primary	Efflux pump mplx	GRK2 aptamer HTS	VLA-4 inh	MEX-5 binding	GLD-1 TGE inh	BCLXL inh	Fam108B counter
O=C(COC(=O)Cc1ccc(Br)cc1)NC1CCCCC1	5	2	0.0	0	-9	-2.0	-5	-3	9
O=C(COc1ccccc1)N(Cc1cc2ccccc2[nH]c1=O)CC1CCCO1 (stereo unspecified)	4	6	-0.1	0	11	-0.6	1	3	1
Cc1cccn2cc(-c3cccc(S(=O)(=O)N4CCOCC4)c3)nc12	0	-8	0.0	0	7	0.6	6	5	2
CC(=O)NC(NC(C)=O)c1cccc(OCc2ccccc2)c1	4	19	-0.1	0	2	-0.5	3	4	3
CC(C)CNC(=O)C1Nc2ccccc2C2C=CCC12 (stereo unspecified)	5	31	0.0	4	10	1.7	4	19	8
NC(=O)c1nc(C(=O)N2CCN(c3ccccc3)CC2)c2ccccc2n1	11	4	1.3	3	15	·	0	0	·
O=C(OCC#CCSc1nc2ccccc2o1)c1cc2ccccc2o1	-7	4	-0.1	0	7	0.2	-5	4	-2
CCN(CC)C(=O)CSc1nc2ccc(NC(=O)CSc3nnc(COc4ccccc4C)n3C)cc2s1	-4	-6	-0.3	0	-8	-5.8	2	0	3
N#CC1=C(N)Oc2cc(N)ccc2C1c1cc(Br)cs1 (stereo unspecified)	·	·	0.0	1	-4	0.2	·	·	·
Cc1cc(C=O)c(C)n1-c1ccc(N2CCOCC2)cc1	0	-3	0.2	0	-8	0.5	2	2	-1
Cc1nc2ccc(NC(=O)N3CCOCC3)cc2nc1C	-11	-3	0.0	0	3	-0.1	6	3	-3
COc1cccc(C(=O)N2CCN(C(=O)c3cccs3)CC2)c1OC	0	5	0.0	0	-1	-0.7	-6	1	-1
CN(C)C(CNC(=O)CCCN1C(=O)c2cccc3cccc(c23)C1=O)c1ccccc1 (stereo unspecified)	-4	5	0.7	1	8	0.0	2	5	1
CCN(CC)S(=O)(=O)c1ccc(Cl)c(C(=O)N2CCc3ccccc32)c1	10	3	0.1	0	4	·	-2	-2	0
O=C1c2ccccc2C(=O)N1c1cccnc1	-2	2	0.0	0	24	1.7	-5	4	-5
COC(=O)c1ccc(CNC(=O)c2ccc3c(c2)S(=O)(=O)N=C2CCCCCN23)cc1	7	-14	-0.3	0	12	·	-1	-9	·
COc1ccccc1CNC(=O)C1CCN(Cc2nc(-c3cccc(Cl)c3)oc2C)CC1	2	-2	-0.1	0	15	2.3	7	3	1
COC(=O)c1cc(S(=O)(=O)NCC2CCN(Cc3cccc(F)c3)CC2)c[nH]1	6	0	0.3	1	4	2.2	-2	5	3
CN(C(=O)COC(=O)CNC(=O)c1ccc2ccccc2c1)c1c(N)n(Cc2ccccc2)c(=O)[nH]c1=O	-2	-11	0.2	1	14	7.2	4	2	1
CCc1nc(N2CCN(Cc3ccc4c(c3)OCO4)CC2)c2oc3ccccc3c2n1	-4	7	0.1	0	-7	-1.5	-1	1	-3
CCOc1ccccc1NC(=O)CCS(=O)(=O)c1ccc(OC)cc1	3	3	0.1	0	-8	0.7	-2	9	-2
CCOC(=O)c1sc(NC(=O)Nc2ccc(Cl)cc2)nc1C	-35	6	0.0	0	4	-1.8	0	3	-18
Cn1c(SCC(=O)Nc2ccc3[nH]c(=O)[nH]c3c2)nnc1-c1ccccc1	-1	-1	-0.1	1	5	0.6	3	6	-7
CCCc1nc2cc(Cl)c([N+](=O)[O-])cc2o1	-2	3	0.1	1	4	-1.8	-1	2	-4
CCN1CCN(C(=O)C2CCN(C(=O)Nc3ccccc3)CC2)CC1	-2	5	0.0	1	1	·	5	7	·
O=C(CSc1nccn1-c1cccc(Cl)c1)NO	6	4	0.2	0	-3	1.7	-4	1	4
O=C(N/N=C/c1c(O)ccc2ccccc12)c1ccc(Br)o1	2	12	0.1	0	-3	-0.6	-52	1	1
C/C=C/C(=O)OCC(=O)Nc1ccc(OC)c(Cl)c1	2	9	0.5	1	10	2.6	-4	5	0
O=C(O)COc1ccccc1/C=N/NC(=O)CSc1nnc(SCc2ccccc2)s1	-2	4	0.1	0	2	·	-3	3	-4
NC(=O)c1c[nH]c2ccccc12	-2	-4	0.3	1	18	-0.6	4	-6	-2
CC(NC(=O)COC(=O)c1ccc2c(c1)OCO2)c1ccccc1 (stereo unspecified)	2	2	0.0	7	9	-1.8	2	3	7
O=C(Nc1cccc(C(=O)NC2CCCC2)c1)c1ccccc1	-15	4	0.1	0	-8	4.2	0	6	-4
CCSc1nnc(CNc2ccc(C)cc2)n1C	6	2	-0.3	2	4	-2.3	1	-2	2
Cc1nn(C(=O)c2cccc([N+](=O)[O-])c2)c(C)c1Sc1ccccc1	-5	3	-0.1	4	-3	0.0	9	4	0
CCC/C(=N\NC(=O)c1csc(C)c1C)c1cccs1	3	3	0.1	0	-3	0.1	-3	1	-1
Cc1cnc(C(=O)OCC(=O)c2ccc(F)cc2)cn1	-4	-7	0.2	0	-1	-1.6	-6	-1	3
CC(C)(C)CC(=O)N1CCN(c2ccc(S(=O)(=O)N3CCOCC3)cc2[N+](=O)[O-])CC1	-5	-5	0.0	0	-2	·	-1	2	·
Cc1cc(C)n2nc(SCC(=O)c3c(N)n(CC(C)C)c(=O)n(C)c3=O)nc2n1	1	3	0.0	72*	6	1.3	-1	5	-2
CC(=O)Oc1ccc(C)cc1N1C(=O)c2ccc(C(=O)O)cc2C1=O	6	3	-0.1	0	3	1.5	0	6	-1
CCNC(=O)COC(=O)/C=C/c1cccc([N+](=O)[O-])c1	3	2	0.3	0	-4	-4.0	2	1	4
Cn1c(/N=C/c2cc(Cl)ccc2O)nc2ccccc21	-6	5	0.1	0	-9	-1.0	4	-1	0
CCOC(=O)C1(Cc2ccccc2)CCCN(Cc2ccncc2)C1 (stereo unspecified)	4	3	0.2	0	10	0.3	1	-1	-5
Cc1ccccc1NC(=O)/C=C/c1ccc([N+](=O)[O-])s1	11	0	-0.2	0	i	0.7	-1	2	4
O=C1CC(C(=O)Nc2ccc(F)cc2)S/C(=N\N=C\c2ccco2)N1 (stereo unspecified)	0	4	-0.1	0	-1	-2.1	1	0	0
Cc1cc(C)nc(SCc2ccc(C(=O)NN=C3C4CC5CC(C4)CC3C5)cc2)n1	-21	12	0.7	0	11	2.5	5	5	-1
